# Source: PubChem BioAssay (several laboratories)
# HCT116 PTEN-null – PTEN-deleted cell growth suppression | HCT116 PTEN-null viability, CellTiter-Glo, 60 h; hits give low values | viability, % at 10 µM | hit rate 1.2% among 140,000 | AID 827;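 active = viability at or below a set limit, 4 SD under the median of all tested compounds, cut at about 3.7% in these data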;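 note: PTEN knockout HCT116 line with beta catenin targeted HCT116 as companion control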
# E-sel TNF inh – blocks E-selectin expression induced by TNF alpha. HUVEC TNFa-induced E-selectin immunofluorescence, high content. inhibition, % at 2 µM. hit rate 0.71% among 120,000;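 active = inhibition above the batch mean plus 3 SD, and confirmed as a hit on visual image review, cut at about 43% in these data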;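 note: 0% = TNF-stimulated DMSO wells and 100% = unstimulated control wells; not every result past the cut was called active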
# NPY Y2 blocker – blocks the human neuropeptide Y Y2 receptor. P49146. NPY-Y2 expressing cells, antagonist mode. inhibition, % at 2.7 µM. hit rate 0.99% among 140,000. AID 793; in the data active = inhibition above about 17%;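 note: 0% = vehicle with agonist challenge and 100% = reference antagonist with challenge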
# Target sequence (P49146 whole entry, looked up): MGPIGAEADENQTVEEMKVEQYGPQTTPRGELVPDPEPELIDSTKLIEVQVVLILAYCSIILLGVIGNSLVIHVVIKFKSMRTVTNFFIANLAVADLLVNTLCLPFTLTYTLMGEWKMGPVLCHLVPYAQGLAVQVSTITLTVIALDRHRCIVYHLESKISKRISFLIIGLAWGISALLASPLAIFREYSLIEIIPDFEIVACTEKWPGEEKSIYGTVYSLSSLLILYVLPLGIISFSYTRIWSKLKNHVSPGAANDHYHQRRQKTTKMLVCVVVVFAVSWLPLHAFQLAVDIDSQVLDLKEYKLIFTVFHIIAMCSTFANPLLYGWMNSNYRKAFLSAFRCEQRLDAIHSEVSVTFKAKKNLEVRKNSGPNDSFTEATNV
# Phagocyt inh – inhibitors of macrophage phagocytosis | hit rate 0.07% among 110,000 | J774A.1 macrophage IgG-bead phagocytosis, imaging | inhibition, % at 5 µM;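 active = inhibition above the mean of the plate negative controls plus 5 SD, cut at about 13% in these data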;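 note: phagocytic index as fraction of beads internalized from green versus red external bead signal; plate controls were DMSO negative control for no effect and cytochalasin-D positive control for full effect; some results beyond the cut were filed as inactive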
# MRP-1 activ – MRP-1 activation; AID 799; H69AR cells + doxorubicin, viability rescue, CellTiter-Glo; hit rate 0.61% among 140,000; viability increase, % at 10 µM;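 active = viability gain under doxorubicin at or above a set limit, the compound median plus 3 SD, cut at about 4.7% in these data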;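 note: MRP-1 overexpressing cells given doxorubicin 25 µM after compound pretreatment; 18-22 h compound pretreatment then 72 h with doxorubicin before readout; 0% = doxorubicin-only wells and 100% = vehicle-treated cells without doxorubicin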
# Yeast lifespan up – yeast lifespan extension | S. cerevisiae growth with nicotinamide, OD615; deaD strain in restrictive glucose medium | AID 775 | inhibition of the nicotinamide effect, % at 10 µM | hit rate 0.68% among 130,000;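 active = inhibition above a set limit, placed 3 SD over the median of all compounds, cut at about 26% in these data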;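 note: 0% = nicotinamide-treated wells and 100% = cells grown without nicotinamide; some compounds called inactive have numbers as strong as hits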
#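 Material: Modified budding yeast, DeaD strain | Medium: Restrictive glucose medium | Probe or stimulus: 1.5 mM nicotinamide | Dosing: Single dose 10 µM compound, 0.25% DMSO | Times: 48 h at 30 °C | Technique: OD615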
# Measles CPE – protection of cells from measles virus. protection (pct of control), % at 4 µM. AID 841. Measles virus-infected cells, CPE protection, absorbance. hit rate 1.5% among 140,000; in the data active = protection mostly above about 24%, no sharp cut-off; inactive = mostly below about 26%; note: some compounds called inactive have numbers as strong as hits
# Yeast growth inh – chemicals that inhibit yeast BB579 growth in restrictive medium (lifespan-shortening candidates). S. cerevisiae BB579 growth, OD615, 48 h. inhibition, % at 10 µM. hit rate 0.51% among 140,000. AID 804;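 active = inhibition above a set limit, 3 SD over the mean compound inhibition, cut at about 44% in these data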; note: inactives centre near -24
#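 System: DeaD yeast strain BB579; buffer or medium: CSMM-D dextrose restrictive medium; technique: OD at 615 nm; schedule: 4 h cell preincubation, 48 h compound exposure, 30 °C humidified; doses: single 10 µM dose; controls: amphotericin B 10 µg/mL, positive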
# GALR2 antag – GALR2 (human) receptor antagonism; GALR2-expressing cells, antagonist mode; inhibition, % at 4 µM; hit rate 0.39% among 140,000; in the data active = inhibition above about 27%;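 note: cells stimulated with galanin 1-16 at roughly its EC80; 0% = agonist challenge control and 100% = basal control without agonist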
# Target sequence (O43603 whole entry, looked up): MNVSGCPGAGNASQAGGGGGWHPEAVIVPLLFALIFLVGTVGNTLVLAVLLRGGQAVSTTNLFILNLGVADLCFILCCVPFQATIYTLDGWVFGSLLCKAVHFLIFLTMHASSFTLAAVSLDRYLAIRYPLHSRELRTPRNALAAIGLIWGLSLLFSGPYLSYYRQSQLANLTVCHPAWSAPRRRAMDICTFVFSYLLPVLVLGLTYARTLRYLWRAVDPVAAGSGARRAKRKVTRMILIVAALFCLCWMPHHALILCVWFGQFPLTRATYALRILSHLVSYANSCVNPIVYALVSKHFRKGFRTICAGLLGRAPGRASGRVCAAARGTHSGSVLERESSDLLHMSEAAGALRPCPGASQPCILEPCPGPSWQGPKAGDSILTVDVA
# bCat KO growth – beta-catenin-lacking colon tumor cell growth suppression; HCT116 beta-catenin knockout viability, CellTiter-Glo, 60 h; hits give low values; hit rate 1.5% among 140,000; AID 818; viability, % at 10 µM;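 active = viability at or under a set limit, the compound median less 4 SD, cut at about 6% in these data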;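 note: 0% = Hyamine 1622 control at 20 µM and 100% = untreated cell control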
# * hit, by the source's call; nt = no result given; & = joins results of further samples.
SMILES,HCT116 PTEN-null,E-sel TNF inh,NPY Y2 blocker,Phagocyt inh,MRP-1 activ,Yeast lifespan up,Measles CPE,Yeast growth inh,GALR2 antag,bCat KO growth
Cc1cc(C)n2nc(-c3ccsc3-n3c(C)ccc3C)cc2n1,87,-14,2,nt,-4.1,-1,4,-14,6,88
CC(C)CCNC(=S)Nc1ccc(Br)cc1,74,-6,2,4,-4.4,-1,3,-17,13,60
CC(=O)SC(C)CC(=O)NCc1ccccc1 (centres undefined),99,5,-6,0,0.2,-6,2,-4,-3,107
CCN(CCO)c1nc(SC)nc2c1sc1nc(-c3ccco3)c3c(c12)CCC3,37,-6,1,1,-4.1,-7,4,-13,3,47
COc1ccccc1NC(=O)Cn1nnc(-c2ccccc2NC(=O)c2cc3ccccc3oc2=O)n1,90,-20,1,nt,-2.4,-10,9,-17,-2,88
CN(Cc1ccccc1)S(=O)(=O)c1ccc(OCC(=O)Nc2cccc([N+](=O)[O-])c2)cc1,91,nt,1,-6,-0.7,-1,24,-12,-2,92
O=C(NC1CCCC1)C(c1ccccc1F)N(C(=O)Cc1cccs1)c1ccc2c(c1)OCCO2 (centres undefined),64,nt,8,-6,-1.9,1,8,-29,6,76
Cc1cc(C)c2c(c1)/C(=N/NS(=O)(=O)c1ccccc1)CCC2,89,-8,-1,0,-0.6,-8,17,-59,-7,91
CCc1ccc(C2=Nn3c(nnc3-c3cccs3)SC2)cc1,53,13,10,nt,-0.5,-13,1,4,3,65
Cc1ccc(NC(=O)CN(C)S(=O)(=O)c2cnc[nH]2)cc1C,89,nt,-2,2,0.9,-2,10,-11,0,98
Cc1ccc(N2C(=O)C3C4C=CC(C4)C3C2=O)cc1 (centres undefined),99,nt,-2,-1,-0.2,-1,2,-7,3,99
Nc1nc(SCC(=O)NCc2ccccc2)[nH]c(=O)c1NC(=O)c1ccccc1F,95,nt,2,-7,-1.2,0,4,-46,1,88
O=C(Nc1ccccc1)N(Cc1cccnc1)Cc1ccco1,102,-21,1,1,-0.7,-2,8,-19,2,85
CCCc1cc(C(=O)Nc2c(C)n(C)n(-c3ccccc3)c2=O)no1,101,nt,2,1,-0.2,-3,16,-67,4,99
Cc1ccccc1-c1nnn(CC(=O)NCc2ccc3c(c2)OCO3)n1,102,2,14,0,-0.6,-13,7,-14,-2,98
CCOC(=O)C(O)(C1C(=O)CC(C)(C)CC1=O)C(F)(F)F (centres undefined),97,-11,3,0,-0.8,8,12,-64,10,98
CCOC(=O)c1ccc(CNC(=O)CSc2nnc(-c3ccncc3)o2)cc1,88,-28,3,-3,-1.4,-3,2,-15,5,101
O=S1(=O)CC(O)C(Nc2ccccc2Cl)C1 (centres undefined),93,nt,6,0,-0.7,-7,7,-5,2,108
COC(=O)C1C(=O)C2=C(CC1C)NC(C)=C(C(=O)OC(C)C)C2c1ccc(C)o1 (centres undefined),91,-1,-1,-2,-2.0,-16,10,-29,-9,95
Cc1nnc(SCC(=O)N2CCN(Cc3ccccc3)CC2)s1,105,-6,2,0,0.1,3,26,-75,4,96
Cc1c(C(=O)Nc2ccc(C(=O)O)cc2)cnn1C,97,1,-2,0,-2.6,-3,8,-28,4,102
CC(=O)Nc1c(C(=O)c2ccc(F)cc2)oc2ccccc12,108,nt,-1,0,0.2,-10,6,-44,-2,92
C/C(=N\Nc1ccc(F)cc1F)c1ccc(F)cc1,87,-32,-2,nt,-0.6,-10,5,-36,2,89
Cc1ccccc1-n1c(Cn2c(=O)sc3ccccc32)nnc1SC(C)C,88,-4,14,nt,-1.4,0,16,-33,5,88
O=C(c1csc2c1CCCC2)N1CCCCC1,90,-2,1,-1,-1.9,4,18,2,0,94

# (further entries)
SMILES,HCT116 PTEN-null,E-sel TNF inh,NPY Y2 blocker,Phagocyt inh,MRP-1 activ,Yeast lifespan up,Measles CPE,Yeast growth inh,GALR2 antag,bCat KO growth
Cc1ccc(S(=O)(=O)N(CC(=O)O)Cc2ccccc2)cc1,91,-3,1,4,-1.6,3,24,-19,-3,91
CCCCNC(=O)CCn1c(=O)c2ccccc2n(CC(=O)N2CC(C)CC(C)C2)c1=O (centres undefined),101,0,0,0,-1.3,-6,10,-43,5,104
CSc1cnc2c(N)nc(N(C)C)nc2n1,87,-1,1,-2,-2.6,0,33,-9,-17,90
COc1cc2[nH]c3c(=O)n(CCN4CCCCC4)cnc3c2cc1OC,93,nt,-1,0,-3.2,-15,4,-30,15,93
COc1ccc(NC(=S)Nc2nc(CC(=O)Nc3ccccc3OC)cs2)cc1,68,-5,0,-4,-3.0,-5,3,-11,-11,73
CCN1CCc2c(sc(NC(=O)Nc3ccc(Cl)c(Cl)c3)c2C(N)=O)C1,3.8*,nt,-1,-3,-5.2,-2,38,-33,27*,14
COc1ccc(NCc2ccc(OC)c(OC)c2)cc1,86,nt,4,-4,-3.4,-6,18,-14,18,90
CCOC(=O)c1c(C)[nH]c(C(=O)OCC(=O)Nc2ccc(OCC)cc2)c1C,98,-8,2,0,0.2,-9,9,-8,-9,90
Cc1cc(C)nc(N2CCCC(C(=O)Nc3nnc(C)s3)C2)n1 (centres undefined),99,-18,7,0,-0.8,-9,24,-10,4,99
Cc1ccc(-n2c(O)c(C=NC3CCS(=O)(=O)C3)c3ccccc3c2=O)cc1C (centres undefined),95,7,1,-1,-0.7,-3,6,-47,-16,96
O=[N+]([O-])c1ccc(N2CCN(S(=O)(=O)c3ccccc3[N+](=O)[O-])CC2)cc1N1CCc2ccccc2C1,85,nt,4,-7,-0.7,2,4,-16,-3,85
CC(C)c1ccc(/C=C/C(=O)Nc2nncs2)cc1,68,6,8,-2,0.6,-2,17,-55,2,69
Cc1ccc(-c2nnc(SCC(=O)NNC(=O)COc3ccccc3C)n2C)cc1,90,nt,2,-6,-0.2,9,2,-40,8,91
CC(C)OCCCNC(=O)c1ccc(Br)cc1,86,1,0,nt,-1.5,-21,6,-11,5,83
CCOC(=O)C1CCN(Cc2ccc(OC)cc2OC)CC1,86,-5,2,2,-1.4,-2,6,-14,8,94
O=C(c1ccc([N+](=O)[O-])cc1)N1CCN(Cc2ccccc2)CC1,96,nt,-1,-7,-1.6,12,34,-12,5,91
CCOc1ccccc1C(=O)NCC(=O)OCC(=O)NCCc1ccc(S(N)(=O)=O)cc1,103,1,1,0,-1.2,-6,31,-14,-9,94
Cc1ccc(C)c(NS(=O)(=O)c2cc(C(=O)NCCC3=CCCCC3)ccc2C)c1,99,-42,4,0,-1.2,-17,6,-30,-2,91
Cc1oc(C)c2c(=O)ccc3c(c12)OC(N)=C(C#N)C3c1ccccc1 (centres undefined),92,41,-2,0,-0.6,4,1,-7,5,83
S=C(NCc1ccccn1)Nc1cccc(Cl)c1,102,-59,-1,nt,-1.2,-4,10,-18,15,93
O=C1Cc2cccc3cccc1c23,97,0,1,0,-4.3,-11,2,15,6,101
Cc1cc(-n2c(C)cc(C(=O)CSc3ccc4c(c3)OCCO4)c2C)no1,68,50,4,0,-0.5,-1,3,12,-6,75
Cc1cccc(N2CCN(C(=O)c3ccc(Cl)c(S(=O)(=O)N4CCc5ccccc5C4)c3)CC2)c1C,66,nt,4,-11,-0.2,3,18,-32,20,64
C=C(C)COc1ccc(-c2n[nH]c(C)c2Oc2ccccc2OC)c(O)c1,56,nt,2,-1,-4.2,-2,25,-25,3,58
CC(c1ccccc1)C1CC(=O)N(Cc2ccco2)C1=O (centres undefined),90,-15,1,3,-1.2,-8,5,-56,-8,90

# Carrying on:
SMILES,HCT116 PTEN-null,E-sel TNF inh,NPY Y2 blocker,Phagocyt inh,MRP-1 activ,Yeast lifespan up,Measles CPE,Yeast growth inh,GALR2 antag,bCat KO growth
CCCC1=NN(c2ccc([N+](=O)[O-])cc2)C(=O)/C1=C/N(C)C,87,nt,0,3,-3.0,-6,12,-13,-5,78
CNC(=O)CSCCn1c(SCC(=O)NC)nc2ccccc2c1=O,79,4,0,0,-0.9,-10,10,-22,10,86
COc1ccc(N2CCN(C(=O)CSc3nnc4c(C)cc5ccc(C)c(C)c5n34)CC2)cc1,87,-9,-2,0,0.3,-20,50*,-35,19,86
Cc1nn(Cc2ccc(F)cc2)c(C)c1NC(=O)c1cnn2cccnc12,87,-13,3,1,-1.9,-6,18,0,3,103
Cc1ccc(OCC(=O)N2CCOCC2)cc1C,104,nt,0,8,-0.8,3,4,-28,-5,99
O=C(CN1C(=O)c2ccccc2C1=O)Nc1ccccc1C(=O)NC1CCCCCC1,90,-12,4,nt,-0.1,nt,10,-39,-5,96
CCN(CC)c1ccc(NC(=O)c2ccc(Cl)nc2)cc1,21,-14,4,9,-5.4,-20,8,-10,10,17
Cc1cc2nc(C3CCN(CC4COc5ccccc5O4)CC3)[nH]c2cc1C (centres undefined),67,-7,12,0,-1.4,20,15,-70,-5,58
O=C(CSCc1ccccc1Cl)N1CCN(c2ccccn2)CC1,97,8,1,0,-1.1,-7,9,-19,13,106
CCOC(=O)C(C)Oc1cccc2c(=O)n(CC(=O)Nc3ccc4c(c3)OCCO4)ccc12 (centres undefined),88,nt,4,0,-0.7,1,13,35,7,94
CCOC(=O)CC1(c2ccccc2)CCOC(C)(C)C1 (centres undefined),109&91,17,5,-1,-0.1,6,4,-45,-2,98
Cc1ccc(-c2nc3ccsc3c(=O)o2)cc1,80,10,1,-1,-4.1,-7,-1,-1,3,83
CCOC(=O)N1CCN(C(=O)c2ccccc2-c2ccccc2)CC1,24,-32,3,nt,-6.2,nt,6,-31,-5,20
Cc1c(C(=O)N2CCc3ccccc32)oc2ccccc12,88,nt,7,-5,-2.8,-8,7,-15,8,78
Cc1ccc2nsnc2c1S(=O)(=O)NCc1ccc2c(c1)OCO2,82,24,0,nt,-3.4,nt,22,14,1,96
COc1ccc(OC(C)C(=O)Nc2cccc(OC)c2)cc1 (centres undefined),114,4,13,7,-1.1,-18,5,-75,5,109
Cn1c(N)c(C(=O)COC(=O)c2cc(C3CC3)nc3ccccc23)c(=O)n(C)c1=O,80,-5,2,nt,-2.3,8,3,-30,1,88
CC(C)n1c(N2CCN(C(=O)NCc3ccccc3)CC2)nc2ccccc21,93,24,0,-1,-1.4,-11,5,-28,4,97
Cc1cccc(S(=O)(=O)NCCC(=O)OCC(=O)Nc2ccc(C#N)cc2)c1,102,nt,0,0,-0.7,4,5,-44,-2,84
COCCCNC(=O)C1CC(=O)N(CCc2ccccc2)C1 (centres undefined),109,-9,4,-1,0.8,-5,5,-43,0,106
CC(=NC1CCCC1)c1c(C)[nH]n(-c2nc3ccccc3s2)c1=O,96,24,2,-3,-2.9,-5,4,7,9,99
Cc1nc2[nH]onc2c2nccc(=O)c12,95,-23,2,2,-2.5,-5,5,-21,3,103
CCOC(=O)CSc1nnc(-c2ccccc2OC)o1,92,-13,2,-3,-3.1,-7,1,-28,14,97
O=C(CCCSc1ccccc1)Nc1nc(-c2ccco2)c(-c2ccco2)s1,75,12,5,-5,-2.7,7,3,-46,-16,80
[S-]C(=Nc1ccc(Cl)cc1)N[n+]1ccccc1,91,nt,0,3,1.8,2,12,-3,12,98
